# Ba/F3 V617F tox = reduced viability of JAK2V617F-dependent Ba/F3 cells, primary screen, JAK2V617F inhibitor project, cell-based, Ba/F3 EpoR-JAK2V617F, luminescence; ATP luminescence; inhibition, % at 5.6 µM; 220,000 tested, 1.1% active;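 active = inhibition above the campaign mean plus 3 SD over all tested compounds, cut at about 24% in these data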;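 note: cytokine-independent growth of Ba/F3 cells driven by EpoR plus mutant JAK2; 0% = DMSO-treated cells and 100% = JAK inhibitor I control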
# S1P4 agonist = S1P4 receptor agonists, primary screen, cell-based | AID 1509, 2009 | 220,000 tested, 0.35% active | Sphingosine 1-phosphate receptor 4 (Homo sapiens), O95977 | activation, % at 4.98 µM | S1P4-expressing cell line, agonist reporter assay; in the data active = activation above about 11%;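 note: 0% = DMSO vehicle and 100% = reference agonist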
# Target sequence (O95977 whole entry, looked up): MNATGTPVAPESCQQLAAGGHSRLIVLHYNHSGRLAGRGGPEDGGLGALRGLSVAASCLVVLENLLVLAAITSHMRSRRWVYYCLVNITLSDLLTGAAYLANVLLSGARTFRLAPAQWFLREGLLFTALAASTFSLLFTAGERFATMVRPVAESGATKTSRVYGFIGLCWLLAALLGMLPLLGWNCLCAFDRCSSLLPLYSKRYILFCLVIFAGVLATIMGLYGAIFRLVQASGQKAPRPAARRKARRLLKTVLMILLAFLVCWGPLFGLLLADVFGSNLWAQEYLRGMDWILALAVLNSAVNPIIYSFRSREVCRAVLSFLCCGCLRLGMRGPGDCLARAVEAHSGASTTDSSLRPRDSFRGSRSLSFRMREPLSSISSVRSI
# BaF3 tox = parental Ba/F3 cell viability inhibition, counter-screen for JAK2V617F inhibitor project, murine pro-B, CellTiter-Glo luminescence; 220,000 tested, 1.1% active; inhibition, % at 5.6 µM; CellTiter-Glo ATP luminescence;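 active = inhibition above a per-campaign cutoff, the mean inhibition of all tested compounds plus 3 SD, cut at about 27% in these data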;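 note: 0% = DMSO wells and 100% = JAK Inhibitor I control wells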
# RBBP9 inhibitor = human RBBP9 inhibitors, primary screen, biochemical, fluorescence polarization, FP-Rh probe, HTS | Serine hydrolase RBBP9 (Homo sapiens), O75884 | recombinant RBBP9 | inhibition, % at 7.94 µM | 220,000 tested, 0.2% active | AID 1515, 2009;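 active = inhibition above the campaign mean of all tested compounds plus 3 SD, cut at about 14% in these data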;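 note: plate controls were DMSO wells with RBBP9 for no effect and wells lacking RBBP9 protein for full effect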
# Target sequence (O75884 whole entry, looked up): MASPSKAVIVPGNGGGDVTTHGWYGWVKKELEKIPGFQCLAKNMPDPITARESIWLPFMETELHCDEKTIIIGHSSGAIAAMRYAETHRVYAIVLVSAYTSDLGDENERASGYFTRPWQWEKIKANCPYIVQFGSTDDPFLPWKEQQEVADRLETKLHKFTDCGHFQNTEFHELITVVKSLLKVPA
#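 Measured by: FP readout at 525/598 nm; material: recombinant human RBBP9; also added: Serine-hydrolase probe FP-Rh, 375 nM pre-mixing; medium: Tris buffer pH 8.0, NaCl, Pluronic; replication: one well per compound; doses: one concentration, 7.94 µM nominal, 0.794% DMSO; timing: preincubation 30 min plus labeling 45 min at 25 °C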
# S1P4 antag = S1P4 receptor antagonists, primary screen, cell-based | S1P4-expressing cells, antagonist mode, reporter read-out | inhibition, % at 4.98 µM | 220,000 tested, 0.26% active | AID 1510, 2009; in the data active = inhibition above about 29%;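 note: 0% = wells stimulated with agonist and 100% = vehicle wells without agonist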
# NPY2 pot ag = NPY-Y2 potentiators or agonists, primary screen, cell-based | cells expressing NPY-Y2, potentiator/agonist read-out | activation, % at 3.6 µM | 220,000 tested, 0.45% active; in the data active = activation above about 27%;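 note: cells stimulated with NPY near EC25 plus isoproterenol at EC100; 0% = vehicle plus submaximal agonist and 100% = vehicle plus saturating agonist; some results beyond the cut were filed as inactive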
# Target sequence (P49146 whole entry, looked up): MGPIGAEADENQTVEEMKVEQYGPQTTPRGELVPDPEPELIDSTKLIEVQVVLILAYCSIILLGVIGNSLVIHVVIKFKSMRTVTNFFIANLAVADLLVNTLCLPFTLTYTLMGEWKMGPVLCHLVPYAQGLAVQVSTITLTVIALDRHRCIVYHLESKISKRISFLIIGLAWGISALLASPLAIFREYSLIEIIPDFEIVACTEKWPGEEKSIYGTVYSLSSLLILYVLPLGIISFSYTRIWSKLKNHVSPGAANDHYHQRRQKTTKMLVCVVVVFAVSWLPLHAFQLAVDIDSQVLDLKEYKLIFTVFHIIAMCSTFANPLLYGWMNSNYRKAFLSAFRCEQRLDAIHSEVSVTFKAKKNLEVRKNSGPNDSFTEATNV
# NPY1 pot ag = NPY-Y1 receptor potentiators or agonists, primary screen, cell-based | NPY-Y1 expressing cells, potentiator/agonist activation | activation, % at 3.6 µM | 220,000 tested, 0.37% active; in the data active = activation above about 33%, passing the limit was not always enough;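 note: cells stimulated with NPY at EC10 then isoproterenol at EC100; 0% = low agonist plus stimulus and 100% = saturating agonist plus stimulus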
# Runt-CBFb FRET = inhibitors of RUNX1 Runt–CBFb binding, primary screen, biochemical, FRET, Cerulean-Runt, Venus-CBFb, uHTS. Runt-related transcription factor 1 (Homo sapiens) + Core-binding factor subunit beta …. Cerulean-Runt/Venus-CBFb FRET ratio 530/480, 1 h. inhibition, % at 20 µM. 220,000 tested, 0.46% active;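 active = inhibition over about 50% at 20 µM in the single-dose screen, limit read from the data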;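 note: 0% = DMSO wells and 100% = excess unlabeled CBFb competitor control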
#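 Measured by: fluorescence energy transfer, 422 nm excitation, 530/480 nm emission; Assay system: Cerulean-Runt domain; Medium: Tris pH 7.5 buffer with BSA; Measure: loss of energy transfer signal; Controls: 5 µM unlabeled CBFb as full-inhibition high control; Incubation: protein complex preformed 1 h, compound exposure 1 h, room temperature, dark.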
# NPY-Y1 antag = NPY-Y1 receptor antagonists, primary screen, cell-based; AID 1040, 2008; inhibition, % at 3.6 µM; 200,000 tested, 1% active; HEK293-CNG Y1 cells, membrane potential fluorescence; NPY at EC95, then isoproterenol;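 active = inhibition above the campaign mean inhibition of all tested compounds plus 3 SD, cut at about 20% in these data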;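 note: 0% = DMSO wells given NPY plus isoproterenol and 100% = isoproterenol alone without NPY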
#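 material = HEK293 cells with Y1 receptor plus CNG channel | also added = NPY 25 nM then isoproterenol 1 µM plus Ro 20-1724 25 µM | schedule = dye 3 h, compound 60 min room temperature, stimulation 45 min | measured by = membrane potential fluorescence | benchmarks = high control isoproterenol alone, low control NPY with isoproterenol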
# Starred values were filed as active, the others as inactive; · = not tested or not shown.
SMILES,Ba/F3 V617F tox,S1P4 agonist,BaF3 tox,RBBP9 inhibitor,S1P4 antag,NPY2 pot ag,NPY1 pot ag,Runt-CBFb FRET,NPY-Y1 antag
COCCNC(=O)/C(C#N)=C/c1ccc(N2CCOCC2)o1,-0.8,0.7,-0.5,-0.9,-6.8,3.0,-1.3,4.6,4.7
CC(NCC1COc2ccccc2O1)C(=O)NCc1ccccc1 (configuration not stated),-3.4,2.0,4.7,-12.9,-8.5,-1.3,-10.4,-0.4,-1.5
Cc1c(C(=O)Nc2ccc(Oc3ccccc3)cc2)sc2nc3n(c(=O)c12)CCC3,11.2,1.1,10.5,-22.5,-0.9,-26.3,15.8,-1.8,-4.7
CCN1C(=O)c2cccc3c(NC(=O)c4ccc(S(=O)(=O)N5CCOCC5)cc4)ccc1c23,-0.3,2.2,1.2,1.8,5.0,16.6,-18.8,-16.8,-2.4
O=c1[nH]c2ccccc2n1CCCN1CCCCC1,-1.8,1.2,-1.0,-8.5,-6.4,-11.0,-9.3,1.3,4.5
Cc1ccc(-c2nnc(Oc3cccc(C)c3)c3ccccc23)cc1,-3.3,3.8,-2.1,0.9,-18.6,8.7,2.2,-0.5,4.9
COc1ccc(C(C(=O)NCC2CCCO2)N(C(=O)CNC(=O)c2cccs2)c2ccc(C)cc2)cc1OC (configuration not stated),-1.0,0.1,2.4,0.8,20.4,-2.8,-4.2,-2.6,-10.3
COc1ccc(CCn2c(NN)nc3c2c(=O)[nH]c(=O)n3C)cc1,8.8,1.8,3.8,4.5,-5.3,-12.3,12.5,-0.1,·
COc1cc(CNc2ccc(N3CCCC3)cc2)ccc1OCc1ccccc1F,-2.6,0.8,1.1,-3.0,-11.9,1.2,9.0,0.3,6.7
CCN(CC)CCn1c(=N)n(CCO)c2ccccc21,-3.8,0.9,1.4,-4.7,-18.6,-2.5,17.7,2.1,2.9
Cc1ccc(S(=O)(=O)NCC(=O)OCC(=O)Nc2cccc(S(=O)(=O)NC3=NCCCCC3)c2)cc1,-1.8,0.2,2.2,2.7,-6.1,4.8,3.0,1.1,-0.1
COc1ccc(-n2c(SCC(=O)c3ccc[nH]3)nnc2-c2ccccc2)cc1,-4.4,0.6,4.0,-1.9,-15.4,13.1,3.7,-2.2,-0.6
CCCn1c(=N)n(CC(=O)OCC)c2ccccc21,-2.2,-2.1,3.5,-4.0,7.5,-3.6,4.6,1.6,-1.8
Cn1c(-c2ccc3c(c2)OCO3)cnc1NCc1ccccc1,-1.4,0.5,8.8,7.9,-3.6,2.5,-14.5,-0.2,12.4
NS(=O)(=O)c1ccc(NCc2ccccc2OCc2ccccc2F)cc1,-2.7,1.1,-0.8,3.1,-15.8,-7.2,0.0,-3.8,4.4
CC(=O)n1cc(-c2ccncc2)c2ccccc21,-1.3,-0.9,8.1,-4.3,1.2,23.2,15.1,2.3,0.8
CCCCN=C1NN=C(c2cccc([N+](=O)[O-])c2)CS1,1.5,-1.5,5.4,-0.2,-9.5,-2.5,-6.8,7.4,1.8
CCNc1nc(NCC)nc(-n2nc(C)cc2C)n1,-2.8,-0.1,6.0,-4.8,-11.7,6.7,4.1,-0.8,0.1
Cc1csc2c(N3CCN(C(=O)Nc4ccc(Cl)c(Cl)c4)CC3)ncnc12,0.4,-2.7,4.9,-30.8,7.4,-0.8,-6.5,-4.2,·
COc1cc(NC(=O)Cc2ccccc2)c(C(=O)O)cc1OC,-1.8,0.2,8.8,-3.7,-26.7,-29.6,-27.4,1.3,13.0
COC(=O)CCN(C(=O)c1ccc(N2CCCC2)c([N+](=O)[O-])c1)c1ccccn1,4.2,-2.3,7.7,-8.3,-15.9,-2.9,-17.3,1.3,6.8
COCc1ccc([C@@H]2C[C@H]3CN(Cc4cccc(Cl)c4)C(=O)[C@]34CCCN24)o1,-2.5,1.3,8.0,-0.8,-2.8,5.8,5.3,·,0.7
O=C(C[n+]1cc(-c2ccccc2)n2c1CCC2)OCc1ccccc1,0.7,1.7,3.0,-8.8,2.5,1.1,2.3,0.1,3.9
O=C1CCCN1CC(CN1CCOCC1)Sc1nnnn1-c1ccccc1 (configuration not stated),-2.0,0.3,5.8,-11.2,-6.5,13.8,24.8,-3.4,-3.9
CCC(=O)N1CCN=C1SCc1ccc(F)cc1,-1.9,0.6,-0.9,-9.3,-5.4,-4.6,-1.0,2.0,1.1

# The list goes on; it opens with the two that closed the last part.
SMILES,Ba/F3 V617F tox,S1P4 agonist,BaF3 tox,RBBP9 inhibitor,S1P4 antag,NPY2 pot ag,NPY1 pot ag,Runt-CBFb FRET,NPY-Y1 antag
O=C1CCCN1CC(CN1CCOCC1)Sc1nnnn1-c1ccccc1 (configuration not stated),-2.0,0.3,5.8,-11.2,-6.5,13.8,24.8,-3.4,-3.9
CCC(=O)N1CCN=C1SCc1ccc(F)cc1,-1.9,0.6,-0.9,-9.3,-5.4,-4.6,-1.0,2.0,1.1
COc1ccc(CCNC2CC(=O)N(CCc3ccccc3)C2=O)cc1OC (configuration not stated),1.3,0.0,3.1,-7.3,-2.1,0.2,5.0,0.6,0.5
COc1ccc(C(N)=S)c(OC)c1,-2.9,0.8,5.6,-0.8,-5.2,-10.9,-10.6,1.1,-1.1
O=C(CN1C(=O)c2ccccc2S1(=O)=O)NCCSCc1ccco1,-2.9,-0.5,7.0,-2.2,-50.4,2.0,12.1,-1.3,0.4
Cc1cccc(NC(=O)CN(C)S(=O)(=O)c2ccccc2)n1,4.4,0.4,1.6,-8.7,-17.2,-10.2,-23.3,0.1,2.4
CN(C)C(=O)c1ccc(NC(=O)c2cc(-n3cnnc3)ccc2Cl)cc1,1.3,1.8,5.7,4.0,-34.8,-0.7,-0.2,-0.5,4.3
CCS(=O)(=O)NCc1ccc2[nH]c3c(c2c1)CCCC3,-3.4,1.1,-1.5,-6.6,-7.6,10.9,22.8,-31.0,5.8
CC(C)(Oc1cccc2ccccc12)C(=O)O,-3.8,-2.4,0.1,4.6,-1.8,-23.3,-9.6,8.1,7.4
CSc1nc(=S)c2[nH]c(=S)[nH]c2[nH]1,-3.6,-0.1,2.5,2.8,11.6,1.1,4.1,13.2,·
CCOc1ccc(N/C(=N/c2nc(C)cc(C)n2)NC(C)=O)cc1,3.5,0.3,-10.3,1.4,-15.2,-17.7,-11.5,1.5,·
O=C(Cc1c[nH]c2ccccc12)NC1(C(=O)NC2CCCCC2)CCCCC1,1.2,0.7,2.5,-9.4,-5.5,-3.3,6.7,1.7,1.3
Cc1ccc2ncc([N+](=O)[O-])n2c1,0.0,1.8,0.5,-5.8,-18.6,0.1,-7.1,1.9,4.8
Cn1c(=O)c(C(=O)CN2CCN(S(=O)(=O)c3ccccc3)CC2)c(N)n(Cc2ccccc2)c1=O,-0.5,-2.0,3.1,-7.0,2.3,6.7,-17.9,-0.2,0.3
COC(=O)C(C(=O)N1CCN(C)CC1)C1CCCCCC1 (configuration not stated),-5.6,1.9,1.2,-3.3,-17.1,8.3,3.3,1.1,1.6
CC1=C(C(=O)Nc2cc(C)ccn2)C(c2cnn(C)c2)C2=C(CC(c3ccccc3)CC2=O)N1 (configuration not stated),8.6,0.3,12.0,-4.7,-6.4,-6.9,0.7,8.8,-3.5
COc1cc2cc(CN(CCN3CCCC3)C(=O)Nc3ccccc3Cl)c(=O)[nH]c2cc1OC,0.0,0.5,2.1,-6.8,-2.1,-4.8,-5.1,-24.4,3.2
COc1ccc(C2C(C(=O)Nc3cccnc3)=C(C)Nc3nc(-c4cccs4)nn32)cc1 (configuration not stated),-3.0,0.2,2.5,-13.4,-1.6,11.3,-19.3,-0.3,-2.9
CCn1c(SCC(=O)Nc2sc3c(c2C(N)=O)CCC(C)C3)nnc1-c1ccco1 (configuration not stated),3.1,0.2,8.5,-2.4,1.3,-20.1,-24.0,1.5,8.4
COCCCN=Cc1c(-c2ccccc2)[nH]n(-c2nc3ccccc3s2)c1=O,1.1,-2.9,0.7,-10.1,1.4,-13.3,2.9,-4.8,·
CCN=C1S/C(=C\c2ccc(OCC)c(OC)c2)C(=O)N1CC,2.8,5.0,10.6,-4.9,-4.6,-2.6,-6.9,-6.3,4.0
CCOC(=O)CC(=O)Nc1ccc(C(=O)OCC)cc1,-3.3,1.7,0.4,3.8,-1.4,-9.3,-21.8,-1.7,7.3
CCCn1nnnc1NC(=O)c1ccc(C)cc1Cl,-2.2,0.4,4.8,-12.5,-3.4,-0.8,-21.1,1.7,3.5
O=C(CSc1nnc(NC2CCCCC2)s1)NC1CCS(=O)(=O)C1 (configuration not stated),-0.3,1.5,3.4,0.4,-13.6,11.8,-8.6,-2.4,0.1
CCc1nc(N2CCN(C(=O)c3ccco3)CC2)c2oc3ccccc3c2n1,3.5,2.1,6.2,4.7,2.4,-12.8,-51.1,-4.5,12.9
COc1cccc(C2CC(c3ccccc3Cl)n3nc(N)nc3N2)c1 (configuration not stated),-3.2,2.5,1.4,-0.9,-22.8,16.2,-3.6,-0.5,-3.0
NC(=S)NNC(=O)COc1ccccc1O,1.1,1.0,-0.5,4.4,-8.3,-3.5,1.8,1.9,·
COc1ccc(CCNC(=O)CCc2ccc(S(=O)(=O)NC(C)C)cc2)cc1OC,2.0,0.9,6.4,-6.3,-11.0,-6.4,1.2,-3.8,-4.7
CCc1ccc(N2CC(C(=O)NCc3ccco3)CC2=O)cc1 (configuration not stated),-1.1,-0.3,0.3,-2.0,-13.9,-0.1,-16.3,0.8,-0.7
CCOc1cccc2cc(C(=O)Nc3ccccc3-c3ccccc3)c(=O)oc12,-0.3,3.5,3.5,2.4,-10.7,0.7,-14.8,2.1,-0.2
COCC(=O)N(CCc1ccc(OC)c(OC)c1)Cc1cc2cc(C)ccc2nc1Cl,5.0,1.6,10.5,1.2,-6.5,-7.6,-1.3,0.4,-2.5

# Single entries from the list:
# NC(=S)NNC(=O)COc1ccccc1O – Ba/F3 V617F tox: 1.1
# COc1ccc(C(C(=O)NCC2CCCO2)N(C(=O)CNC(=O)c2cccs2)c2ccc(C)cc2)cc1OC (configuration not stated) – RBBP9 inhibitor: 0.8
# NS(=O)(=O)c1ccc(NCc2ccccc2OCc2ccccc2F)cc1 – NPY2 pot ag: -7.2
# CCc1nc(N2CCN(C(=O)c3ccco3)CC2)c2oc3ccccc3c2n1 – NPY2 pot ag: -12.8
# COc1cccc(C2CC(c3ccccc3Cl)n3nc(N)nc3N2)c1 (configuration not stated) – Ba/F3 V617F tox: -3.2
